# Screens deposited in PubChem by National Center for Advancing Translational Sciences (NCATS).
# TrxR1 substrate = rat thioredoxin reductase 1 substrate activity; O89049; purified TrxR1 substrate turnover, NADPH consumption readout; Potency, µM (top dose mostly 114 µM), inactives show at the top dose activity change, negative = substrate turnover; 0.01% of 390,000 active; AID 588456; note: potency is the fitted concentration of half-maximal effect; % is set by controls: 0 for no effect and ±100 for the full control effect; nearly all actives have a fitted effect of over 50% in size
#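 Rat TrxR1, dispensed at 90 nM, was prereduced with 400 uM NADPH (final) for 5 min at ~22 deg C, then incubated with compound 15 min before 400 uM selenite. A first-read NADPH fluorescence drop versus no-compound background flagged substrates.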
# Pin1 inh = human Pin1 inhibition; Q13526; Pin1 FP peptide displacement, HiFluor488, 10 min; AID 504891; Potency, µM (highest dose often 115 µM), for the others: top-dose activity, negative = inhibition, usual class: inhibitors; 0.009% of 390,000 active; active = well fitted inhibition curve with a large enough effect in the polarisation, with a control signal flat, not every such curve was filed as active; inconclusive = small, poorly fitted or top-dose-only effect, or effect the other way, or a change in a side signal; inactive = no such curve, though single readings can be large or run the other way; the % refers to the polarisation; note: potency is the fitted concentration of half-maximal effect; % is set by controls: 0 for no effect and ±100 for the full control effect
# Target sequence (Q13526 whole entry, looked up): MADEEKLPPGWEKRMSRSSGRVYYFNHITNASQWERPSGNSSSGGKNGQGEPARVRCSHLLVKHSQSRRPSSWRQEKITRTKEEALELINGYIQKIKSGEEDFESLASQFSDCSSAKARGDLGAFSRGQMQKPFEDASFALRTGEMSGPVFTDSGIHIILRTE
# USP1-UAF1 inh = inhibitors of human USP1/UAF1 deubiquitinase. O94782. recombinant USP1/UAF1, Ub-Rhodamine cleavage fluorescence. Potency, µM (doses to about 57.1 µM), inactives show at the top dose activity change, negative = inhibition, actives largely listed as inhibitors. 0.23% of 390,000 active. AID 743255; note: potency is the fitted concentration of half-maximal effect; % is set by controls: 0 for no effect and ±100 for the full control effect; nearly all actives have a fitted effect of over 60% in size; inactives centre near -12
# Target sequence (O94782 whole entry, looked up): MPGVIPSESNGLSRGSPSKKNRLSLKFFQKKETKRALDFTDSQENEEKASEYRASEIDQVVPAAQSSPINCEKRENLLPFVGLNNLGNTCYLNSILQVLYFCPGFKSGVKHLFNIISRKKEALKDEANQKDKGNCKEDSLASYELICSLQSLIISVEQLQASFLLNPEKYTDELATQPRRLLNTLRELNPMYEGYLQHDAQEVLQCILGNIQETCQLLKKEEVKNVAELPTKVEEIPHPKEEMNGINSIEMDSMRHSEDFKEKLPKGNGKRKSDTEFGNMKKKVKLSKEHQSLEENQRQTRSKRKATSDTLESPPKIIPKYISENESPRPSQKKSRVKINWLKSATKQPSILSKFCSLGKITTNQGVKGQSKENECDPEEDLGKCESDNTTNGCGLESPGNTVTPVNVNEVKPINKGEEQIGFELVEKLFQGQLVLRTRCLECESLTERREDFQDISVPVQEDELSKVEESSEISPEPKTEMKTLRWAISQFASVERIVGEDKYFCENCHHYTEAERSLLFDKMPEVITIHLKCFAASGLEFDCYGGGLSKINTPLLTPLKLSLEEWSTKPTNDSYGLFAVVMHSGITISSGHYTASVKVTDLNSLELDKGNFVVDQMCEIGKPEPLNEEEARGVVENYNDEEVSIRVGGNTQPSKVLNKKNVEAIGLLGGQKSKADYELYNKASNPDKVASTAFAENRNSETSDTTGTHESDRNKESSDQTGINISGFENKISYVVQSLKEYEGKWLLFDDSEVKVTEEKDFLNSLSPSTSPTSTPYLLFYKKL
#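 USP1/UAF1 complex at 1 nM was preincubated with compound for 15 min at room temperature, then Ub-Rho substrate (150nM final) was added. Fluorescence (480/540 nm) was read kinetically, 6 reads every 60 seconds.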
# mIDH1 inhibitor = human IDH1 R132H inhibition | 0.093% of 390,000 active | Potency, µM (series often up to 76.6 µM), for the others: at the highest dose activity change, negative = inhibition, hits mostly inhibitors | IDH1-R132H enzyme, NADPH consumption, diaphorase/resazurin fluorescence; note: potency is the fitted concentration of half-maximal effect; % is set by controls: 0 for no effect and ±100 for the full control effect; nearly all actives have a fitted effect of over 65% in size
#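 IDH1-R132H (0.5 ug/mL) preincubated 30 min with compound, then NADPH (0.016 mM) and alpha-KG (2 mM) added; 80 min at RT, pH 7.5. Remaining NADPH coupled via diaphorase/resazurin to fluorescence (540/590 nm); concentration-response curves normalized to no-enzyme control.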
# TRHR enhancer = allosterically enhances the human TRH receptor; 0.66% of 360,000 active; TRHR cells, fluo-8 calcium fluorescence, EC20 TRH enhancement; enhancement, % at 2 µM; in the data active = enhancement above about 30%; note: 0% is about no effect
#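 Enhancer read-out: after compound pinning and an initial kinetic agonist-mode read, an EC20 of TRH (10 nM final) was injected and fluo-8 calcium signal (Ex 480/Em 530) followed at 1 s/cycle for 100 cycles in TRHR-expressing cells.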
# D2 antag = antagonizes the human D2 dopamine receptor | inhibition, % at 10 µM | P14416 | 2% of 340,000 active | AID 485344 | HEK293 TREx D2 cells, calcium flux, dopamine EC80; in the data active = inhibition above about 30%; note: 0% is about no effect
#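 Tetracycline-induced HEK293 TREx cells expressing D2 receptor forced-coupled to calcium signalling, loaded with no-wash calcium dye. Compounds added and calcium flux read 180 s, then dopamine added at EC80 and read a further 180 s.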
# TrxR1 inh = inhibitors of rat thioredoxin reductase 1. O89049. recombinant rTrxR1, NADPH fluorescence consumption, selenite substrate. Potency, µM (highest dose often 114 µM), inactives show at the highest dose activity change, negative = inhibition, usual class: inhibitors. 1% of 390,000 active; note: potency is the fitted concentration of half-maximal effect; % is set by controls: 0 for no effect and ±100 for the full control effect; nearly all actives have a fitted effect of over 65% in size
#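 Rat TrxR1 (90 nM in the dispensed reagent) was pre-reduced with 400 uM NADPH for 5 min at room temperature, then incubated with compound for 15 min. After 400 uM selenite was added, NADPH fluorescence (Ex 340/Em 450 nm) was followed for 8 min.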
# D2 agonist = agonists of human D2 dopamine receptor; activation, % at 2 µM; HEK293 T-REx D2 cells, calcium flux agonist mode; P14416; 0.53% of 340,000 active;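 active = activation over 3 SD above normal in the single-dose calcium agonist read, cut at about 30% in these data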; note: 0% is about no effect
#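 Agonism is scored from calcium flux in a force-coupled, inducible HEK293 cell line expressing D2, read kinetically for 180 s after compound addition against dopamine controls.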
# TRHR ag = agonists of human TRH receptor; AID 493084; 0.18% of 360,000 active; TRHR cells, calcium flux fluo-8, FDSS agonist mode; activation, % at 2 µM; in the data active = activation above about 30%; note: 0% is about no effect
#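 Steps: seed TRHR cells overnight; add fluo-8 no-wash Ca dye, RT 30 min–1.5 h; record 10 s baseline; pin-transfer compounds; monitor fluorescence 1 cycle/s for the agonist window. Calcium increases flag candidate agonists.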
# * marks the source's active call; other numbers are inactive results; ? = inconclusive; · = not tested or not shown; [ ] = another dose, or the depositor's remark. Unless noted, calls come from the whole dose curve; as a rule, active = well fitted inhibition curve with a large enough effect; inconclusive = small, poorly fitted or top-dose-only effect; inactive = no such curve, though single readings can be large or run the other way. These rows are one share of the data. The share of hits here may be higher or lower than overall.
SMILES,TrxR1 substrate,Pin1 inh,USP1-UAF1 inh,mIDH1 inhibitor,TRHR enhancer,D2 antag,TrxR1 inh,D2 agonist,TRHR ag
COCCNC(=O)CCn1c(=O)oc2ccccc21,2%[57.1 µM],-4%,-12%,8%,2,·,17%[57.1 µM],·,-0.1
O=C(NNC(=O)c1ccc(Cl)c(Cl)c1)c1ccncc1,-14%[57.1 µM],-9%,4%,10%,·,·,21%[57.1 µM],·,·
CC(C)CCN1C(=O)c2ccc(C(=O)Nc3ccc(O)cc3C(=O)O)cc2C1=O,-9%,3%,-24%,-3%,7,14,2%,0.4,0.3
Cn1nc(C(=O)Nc2ccccc2)c2c1-c1ccccc1S(=O)(=O)C2,-1%,2%,-22%,3%,-9,10,2%,0.7,0.1
CC(=O)c1ccc(NC(=O)C2CCN(S(=O)(=O)c3ccc4[nH]c5c(c4c3)CCCCC5)CC2)cc1,-9%[57.1 µM],11%,-9%,0%,2,·,-5%[57.1 µM],0.0,0.2
CCCCn1c(SCn2nnc3ccccc3c2=O)nc2cc(C(=O)OC)ccc2c1=O,·,·,·,·,3,-15,·,-0.2,0.1
COC(=O)C1CCN(C(=O)COC(=O)c2ccc3[nH]c4c(c3c2)CCCC4)CC1,-5%,-7%,-24%,5%,6,12,1%,0.1,-1.1
O=S(=O)(Nc1ccncc1)c1cc(Cl)ccc1Cl,3%,-2%,-11%,19%,26,-13,29%,-1.2,0.3
O=C(COC(=O)/C=C/c1ccc(OC(F)F)cc1)Nc1ccc(S(=O)(=O)N2CCCC2)cc1,5%[0.457 µM],33%[activator],-24%,0%,-1,23,4%,0.1,0.7
CC1CCCCN1S(=O)(=O)c1ccc(C(=O)Nc2sc3c(c2C(N)=O)CC(C)(C)NC3(C)C)cc1 (stereo unspecified),-3%[57.1 µM],-1%,-19%,-7%,-2,·,6%[57.1 µM],-0.3,0.8
CCn1c(SCC(=O)NCC2CCCO2)nc2c(c1=O)SCC2 (stereo unspecified),-3%,-10%,-15%,5%,2,5,-6%,0.2,-0.2
CCC(Oc1cc(Cl)ccc1Cl)C(=O)NN1C(=O)C2C3CCC(C3=C(C)C)C2C1=O (stereo unspecified),-10%,-1%,-5%,5%,-5,-7,-5%,0.3,2.5
C[C@@]12C(=O)N(c3ccc(Br)cc3)C(=O)N1[C@@H]1c3ccccc3OC[C@@H]1[C@H]2c1ccccc1,-7%,9%,?,-13%,·,·,1%,·,·
O=C(NCCc1ccccc1)/C(=C/c1ccco1)c1ccccc1,-10%,25%,-16%,1%,-6,9,?,-1.3,-0.1
O=C1c2cc(F)ccc2OC2(CCNCC2)C12CC(c1ccccc1)=NO2 (stereo unspecified),3%[57.1 µM],2%,-2%,-15%,-8,-16,-47%,-0.1,2.0

# A few values from the list.
# O=C(COC(=O)/C=C/c1ccc(OC(F)F)cc1)Nc1ccc(S(=O)(=O)N2CCCC2)cc1 – USP1-UAF1 inh: -24%
# O=C(NCCc1ccccc1)/C(=C/c1ccco1)c1ccccc1 – TRHR enhancer: -6

# Additional records:
SMILES,TrxR1 substrate,Pin1 inh,USP1-UAF1 inh,mIDH1 inhibitor,TRHR enhancer,D2 antag,TrxR1 inh,D2 agonist,TRHR ag
O=C(NC1CCCCC1)C(c1ccncc1)N(Cc1ccccc1)C(=O)c1ccc(-c2ccccc2)[nH]1 (stereo unspecified),-2%,39%[activator],-20%,-2%,27,-3,?,-0.7,-0.2
CCN(CC(=O)Nc1cc(Cl)ccc1C)C(=O)c1ccc2c(=O)n3c(nc2c1)CCC3,-1%,12%,2%,0%,-2,·,9%,·,0.4
O=C(CCN1C(=O)c2ccc([N+](=O)[O-])cc2C1=O)Nc1ccc(O)cc1C(=O)O,-1%,-7%,-3%,4%,8,-2,10%[57.1 µM],-1.7,-0.2
C=CCn1c(C)nc2c(sc3nc4c(cc32)COC(C)(C)C4)c1=O,19%,1%,-11%,-2%,2,15,2%,0.6,-1.4
CCC(=O)N1CCc2cc(S(=O)(=O)NC(C(=O)NCc3ccc(C)cc3)C(C)C)ccc21 (stereo unspecified),-4%,5%,-22%,-1%,-5,-5,-2%,0.2,0.0
Oc1[nH]c2ccccc2c1N=Nc1c(F)c(F)c(Cl)c(F)c1F,-5%,2%,-24%,-6%,7,-15,21%,0.5,0.6
O=C1Nc2ccccc2C1c1ncc(C(F)(F)F)cc1Cl (stereo unspecified),0%,-5%,-21%,-9%,-3,8,8%,-0.7,-0.2
CCn1c(=N)n(CC(=O)c2ccc(Br)s2)c2ccccc21,5%,-6%,-22%,-3%,-14,8,19%,-1.0,-0.3
Cc1csc(SCC(=O)NC(C)c2ccccc2)n1 (stereo unspecified),0%,0%,-10%,-1%,2,3,-3%,-0.3,-0.5
CCc1c(C)[nH]n(CCC#N)c1=O,16%,-6%,-10%,6%,-4,-17,23%,1.2,0.3
CC1(/[N+]([O-])=C/c2cccc(Cl)c2)CCCCC1=O (stereo unspecified),-11%,2%,-7%,-4%,14,·,-11%,·,0.4
O=C(O)c1ccc(COc2c(F)c(F)c(F)c(F)c2F)o1,9%,-13%,-5%,-1%,-4,6,?,-0.4,0.4
CCOC(=O)c1c(C)[nH]c(C)c1S(=O)(=O)N1CCCC(C(=O)N2CCN(c3cc(C)ccc3C)CC2)C1 (stereo unspecified),-3%[57.1 µM],-6%,-28%,5%,1,·,16%[57.1 µM],0.7,-0.8
Fc1cccc(COc2ccccc2C(=S)N2CCCC2)c1,4%[57.1 µM],2%,-22%,14%,-1,-5,7%[57.1 µM],-0.9,0.6
CC(=O)c1ccc(NC(=O)Cn2nc(C(F)(F)F)c3c2CCCC3)cc1,-5%,-5%,-23%,22%,12,·,13%,·,0.7
O=C(NC1CCCCC1)c1ccc([N+](=O)[O-])o1,2%[57.1 µM],-1%,-18%,-3%,5,13,-15%[57.1 µM],-2.2,-1.1
Cc1ncc(CO)c(/C=N/NC(=O)c2ccc(O)cc2)c1O,107%[activator],7%,-2%,3%,1,-21,0%,-1.5,0.6
Cc1c(CCC(=O)NCc2cccc(Cl)c2)c(=O)oc2c(C)c(O)ccc12,37%[activator],-4%,-23%,-13%,-13,·,48%[activator],-1.2,-0.7
CC1CCN(C2(O)C(=O)Nc3ccc(Br)cc32)CC1 (stereo unspecified),-6%,1%,0%,-7%,-2,1,9%,-0.4,0.9
Cc1c(NS(=O)(=O)c2cc(C(=O)N(C)Cc3ccccc3)ccc2Cl)c(=O)n(-c2ccccc2)n1C,9%[57.1 µM],1%,-10%,1%,·,·,8%[57.1 µM],·,·
COc1ccc(CCC(=O)NC2CCCN(Cc3ccc(Cl)cc3)C2)cc1OC (stereo unspecified),-1%,0%,-19%,2%,0,-9,10%,-0.3,0.5
COC(=O)c1ccc(N/C=C\C(=O)c2ccc3c(c2)OCO3)cc1,6%[57.1 µM],3%,-5%,7%,-5,12,27%[57.1 µM],-2.6,-1.2
Cc1cc(O)c(C(=O)/C=C/c2ccccc2O)c(=O)o1,-1%,?,-23%,3%,4,9,?,-1.3,1.3
CC1(C)OC(=O)C(=CNc2cccc(O)c2)C(=O)O1,5%[57.1 µM],-1%,-16%,-3%,7,8,-3%[57.1 µM],-0.8,0.8
COC(=O)c1cc(S(=O)(=O)NCCc2sccc2C)c[nH]1,2%,0%,-2%,12%,8,19,10%,-0.4,0.1
CCN(Cc1ccccc1)S(=O)(=O)c1c[nH]c(C(=O)OC)c1,1%[57.1 µM],-1%,-14%,-5%,-2,11,-4%[57.1 µM],-0.7,-0.6
c1ccc(Cn2ncc3c(Nc4ccccc4)ncnc32)cc1,-5%,-3%,3%,1%,0,-8,6%,-1.9,-0.4
CCOC(=O)c1ccc2c(c1)N(CC(=O)Nc1cc(F)ccc1F)C(=O)c1ccccc1S2,0%[57.1 µM],5%,-20%,-25%,-9,·,21%[57.1 µM],2.8,0.8
CCOc1ccc(-c2nnc(SCC(=O)Nc3cccc(C#N)c3)o2)cc1,-7%,5%,-4%,14%,-1,·,35µM*,·,0.5
CCC(CC)c1nnc(NS(=O)(=O)Cc2ccccc2)s1,5%[57.1 µM],-10%,2%,1%,-1,-1,19%[57.1 µM],-0.7,-1.8
C[C@H](NC(=O)N1CCn2c1nc1ccccc12)C(=O)NCc1ccccc1,5%,-10%,-7%,23%,0,0,9%,-0.4,1.2
Cc1ccc(OCc2n[nH]c(=S)n2-c2ccccc2)cc1C,5%[57.1 µM],5%,-18%,7%,-6,15,-2%[57.1 µM],0.3,0.4
CCOC(=O)c1ccccc1NC(=O)NCc1cccn1Cc1ccc(F)cc1,4%,1%,-6%,1%,-2,·,9%,·,-0.3
CN(Cc1ccc(F)cc1)C(=O)CNC(=O)C1CCCCC1,-2%,9%,-21%,4%,-3,-17,-1%,0.3,-0.4
Cc1ccc(N2C(=O)[C@@H]3CSC(c4ccc(C(F)(F)F)cc4)N3C2=O)cc1 (stereo partly specified),3%,2%,-14%,12%,-1,·,2%,-0.9,-1.5
Cc1ccc(C(C)NC(=O)Cn2nc(C)c([N+](=O)[O-])c2C)cc1 (stereo unspecified),-5%,0%,-20%,0%,17,2,-2%,0.2,0.4
C=CCN(c1ccccc1)S(=O)(=O)c1cccc(C(=O)NCC(c2ccc(OC)cc2)N2CCCCC2)c1 (stereo unspecified),1%,-7%,-9%,0%,-14,55*,9%,1.3,0.4
Cc1c(C#N)c(N)nc2c3c(sc12)NC(=O)CC3c1ccccc1 (stereo unspecified),12%,-3%,-7%,8%,36*,-18,2%,-0.2,-2.0
Nc1c(N(CCO)C(=O)/C=C/c2ccco2)c(=O)[nH]c(=O)n1Cc1ccccc1,-6%,2%,-6%,0%,7,1,20µM*,0.6,-3.9
